Compound activity deposited in PubChem BioAssay by several laboratories.
Myeloid diff 2: promotes myeloid progenitor differentiation; ER-HoxA9 myeloid progenitors, lysozyme-GFP differentiation, flow cytometry; calls only at 10 µM; 360,000 tested, 1% active; AID 624256;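 active = normalized GFP-positive differentiation at or above the plate's own cutoff, the solvent-only control mean plus 3 SD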;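 also: cells exposed to compound for four days before flow analysis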
GPR55 LPI antagonism: GPR55 antagonists blocking LPI-driven arrestin recruitment, primary screen, imaging, U2OS, beta-arrestin-GFP, LPI agonist (AID 2013). inhibition, % at 10 µM, or IC50 in µM where a hit was titrated. 290,000 tested, 0.13% active. U2OS GPR55 beta-arrestin-GFP translocation imaging, LPI antagonism; higher % means a stronger effect;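 active = spots per cell inhibited over 60%, with over 100 cells counted and total cytoplasm intensity under 500,000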;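 also: U2OS cells stably carrying GPR55 and arrestin-GFP stimulated by 5 µM LPI near EC80; imaged beta-arrestin-GFP aggregate spots per cell after agonist stimulation; plate controls were LPI-stimulated DMSO wells for no effect and DMSO wells without LPI for full effect; some results filed as inactive read as strong as hits; confirmed hits need IC50 under 10 µM and bright autofluorescent wells are also inconclusive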
KOR beta-arrestin-1: KOR agonists, beta-arrestin recruitment, primary screen, cell-based, luminescence, uHTS (AID 1777); KOR beta-arrestin recruitment, luminescence; higher % means a stronger effect; activation, % at 10 µM, or EC50 in µM where a hit was titrated; 280,000 tested, 0.02% active; in the data active = activation above about 50%, passing the limit was not always enough; also: a part of the inactive calls stands beside numbers as strong as those of hits
HEK293 NOD2/NF-kB: NOD2 signaling inhibitors, cell-based, luminescence, uHTS, HEK293 (AID 1566) | HEK293 NOD2/NF-kB luciferase reporter, luminescence; higher % means a stronger effect | 290,000 tested, 0.63% active | one-dose inhibition, % at 4 µM; EC50 in µM for titrated hits; also: many of its hits are not listed in these tables
NTR1 agonist: NTR1-driven beta-arrestin-GFP spot formation – imaging, U2OS cells, high content, primary screen (AID 493036) | P30989 | agonist mode | activation, % at 20 µM | 330,000 tested, 0.17% active;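 active = activation at or above 40% of the spot to cytoplasm intensity ratio, with at least 20 cells analyzed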;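 also: 0% = DMSO without peptide and 100% = 100 nM NTR1 peptide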
Target sequence (P30989 whole entry, looked up): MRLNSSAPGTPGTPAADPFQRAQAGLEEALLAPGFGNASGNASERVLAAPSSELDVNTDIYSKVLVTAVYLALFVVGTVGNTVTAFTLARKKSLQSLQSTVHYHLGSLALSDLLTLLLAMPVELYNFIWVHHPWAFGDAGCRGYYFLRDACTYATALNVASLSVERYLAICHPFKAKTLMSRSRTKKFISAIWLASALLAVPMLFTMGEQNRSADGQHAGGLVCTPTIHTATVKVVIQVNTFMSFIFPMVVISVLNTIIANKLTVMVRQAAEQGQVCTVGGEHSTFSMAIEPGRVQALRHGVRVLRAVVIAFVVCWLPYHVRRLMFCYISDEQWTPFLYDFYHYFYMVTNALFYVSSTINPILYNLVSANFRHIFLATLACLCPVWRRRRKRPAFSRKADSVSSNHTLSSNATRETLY
KOR beta-arrestin-2: kappa opioid receptor blockers – cell-based, luminescence, uHTS (AID 1778); KOR beta-arrestin recruitment, luminescence, antagonist mode; higher % means a stronger effect; one-dose inhibition, % at 10 µM; IC50 in µM for titrated hits; 290,000 tested, 0.091% active; also: strong numbers were not always called active
T cell HTS: modulates CD8 T cell binding to vesicles | 2C CD8+ T cell-vesicle binding, flow cytometry; hits give low values | calls only at 7 µM | 330,000 tested, 0.068% active;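 active = response, share of CD8 T cells binding vesicles, and their 90th percentile fluorescence all below set limits, cut at about 80% in these data, passing the limit was not always enough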
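Benchmarks: naked versus QL9-loaded vesicles / Assay system: purified 2C TCR transgenic mouse naive CD8+ T cells / Technique: high-throughput flow cytometry with anti-B7-1 and anti-CD8 staining / Timing: Cell–vesicle co-incubation 1.5 h at 37 °C, staining 20 min on ice / Read-out: percent CD8+ FL2 mean versus row control / Probe or stimulus: QL9-loaded Drosophila micro-vesicles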
GPR55 activation: GPR55 agonists via beta-arrestin recruitment, primary screen, imaging, U2OS cells, beta-arrestin-GFP redistribution (AID 1961). 290,000 tested, 0.048% active. activation, % at 10 µM, or EC50 in µM where a hit was titrated. U2OS GPR55 beta-arrestin-GFP redistribution imaging; higher % means a stronger effect;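 active = activation above 40% with more than 50 cells counted in the well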;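 also: U2OS osteosarcoma cells stably expressing GPR55 and beta-arrestin-GFP; plate controls were DMSO negative control for no effect and LPI positive control for full effect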
NOD1 inhibition: NOD1 signaling inhibitors, primary screen, cell-based, luminescence, uHTS (AID 1578) | NOD1-driven NF-kB luciferase reporter cells, luminescence; higher % means a stronger effect | inhibition, % at 4 µM, or EC50 in µM where a hit was titrated | 290,000 tested, 1% active; in the data active = inhibition mostly above about 36%, no sharp cut-off; inactive = mostly below about 34%;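 also: HEK-293T reporter cells stimulated with the NOD1 agonist gamma-tri-DAP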
T cell HTS vesicle-bound %: recorded beside T cell HTS, whose call it bears; double positive events, %; measured here: CD8+ vesicle-bound cell fraction;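 binding gate set so that unloaded-vesicle control wells show 10% double positive cells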
NTR1 agonist cell count 20 µM: further read-out of NTR1 agonist, marked with its call; cell count; measured here: cell count, cytotoxicity flag
Myeloid diff 2 GFP+ MAC1+ %: second read-out of Myeloid diff 2, no call of its own (marks repeat the call); GFP+ MAC1+ double positive, %; measured here: differentiation confirmed by MAC1 staining
* = called active by the depositor; [ ] = remark or other dose. Rule as the data show it, unless noted: active = inhibition above about 50%; inactive = the rest. This is a subset (hit frequency here may not be typical).

Screening CCOC(=O)C(C)N1C(=O)S/C(=C/c2cc(C)n(-c3ccncc3)c2C)C1=O (configuration not stated) returned Myeloid diff 2 inactive, GPR55 LPI antagonism -5%, KOR beta-arrestin-1 -6.3%, HEK293 NOD2/NF-kB 11%, NTR1 agonist -1.6, KOR beta-arrestin-2 -12%, T cell HTS inactive, GPR55 activation -0.2%, NOD1 inhibition -24%, T cell HTS vesicle-bound % 37, NTR1 agonist cell count 20 µM 96 and Myeloid diff 2 GFP+ MAC1+ % 0.8.
O=C(Nc1cnn(Cc2ccc(F)cc2)c1)c1cc(-c2cccs2)on1 was read as Myeloid diff 2 inactive, GPR55 LPI antagonism 5%, KOR beta-arrestin-1 -3.4%, HEK293 NOD2/NF-kB -15%, NTR1 agonist 5.0, KOR beta-arrestin-2 -14%, T cell HTS inactive, GPR55 activation 0.5%, NOD1 inhibition -72%, T cell HTS vesicle-bound % 11, NTR1 agonist cell count 20 µM 80 and Myeloid diff 2 GFP+ MAC1+ % 2.1.
COc1ccc(C(=O)Nc2nc3ccc(S(C)(=O)=O)cc3s2)cc1 was read as Myeloid diff 2 inactive, GPR55 LPI antagonism -6%, KOR beta-arrestin-1 -2.1%, HEK293 NOD2/NF-kB 9%, NTR1 agonist -0.5, KOR beta-arrestin-2 4%, T cell HTS inactive, GPR55 activation -0.3%, NOD1 inhibition -8%, T cell HTS vesicle-bound % 23, NTR1 agonist cell count 20 µM 51 and Myeloid diff 2 GFP+ MAC1+ % 0.4.
CCCOc1cccc(OCC(=O)Nc2nc3ccccc3[nH]2)c1 was read as Myeloid diff 2 inactive, GPR55 LPI antagonism 14%, KOR beta-arrestin-1 1.2%, HEK293 NOD2/NF-kB 11%, NTR1 agonist -2.4, KOR beta-arrestin-2 -17%, T cell HTS inactive, GPR55 activation 0.1%, NOD1 inhibition -11%, T cell HTS vesicle-bound % 52, NTR1 agonist cell count 20 µM 62 and Myeloid diff 2 GFP+ MAC1+ % 0.2.
For Fc1ccc(/C=N/NC(=S)Nc2ccc(Cl)cc2)cc1F the results were Myeloid diff 2 inactive, GPR55 LPI antagonism -2%, KOR beta-arrestin-1 0.4%, HEK293 NOD2/NF-kB -10%, NTR1 agonist -1.1, KOR beta-arrestin-2 23%, T cell HTS inactive, GPR55 activation -0.3%, NOD1 inhibition 7%, T cell HTS vesicle-bound % 52, NTR1 agonist cell count 20 µM 68 and Myeloid diff 2 GFP+ MAC1+ % 0.2.
`Cc1cccc(NC(=O)C(CCC(N)=O)NC(=O)OCc2ccccc2)c1` (configuration not stated) gave Myeloid diff 2 inactive, GPR55 LPI antagonism 2%, KOR beta-arrestin-1 2.8%, HEK293 NOD2/NF-kB -52%, NTR1 agonist -1.2, KOR beta-arrestin-2 -5%, T cell HTS inactive, GPR55 activation -0.3%, NOD1 inhibition 29%, T cell HTS vesicle-bound % 30, NTR1 agonist cell count 20 µM 54 and Myeloid diff 2 GFP+ MAC1+ % 1.5.
`COc1ccc(NC(=O)CN(C)S(=O)(=O)c2ccc(Cl)cc2)c([N+](=O)[O-])c1` gave Myeloid diff 2 inactive, GPR55 LPI antagonism 0%, KOR beta-arrestin-1 1.1%, HEK293 NOD2/NF-kB -5%, NTR1 agonist 3.7, KOR beta-arrestin-2 -29%, T cell HTS inactive, GPR55 activation 0.2%, NOD1 inhibition -5%, T cell HTS vesicle-bound % 51, NTR1 agonist cell count 20 µM 55 and Myeloid diff 2 GFP+ MAC1+ % 0.7.
`COCCN(C(=O)CNC(=O)c1ccco1)C(C(=O)NC1CCCC1)c1cccc(OC)c1` (configuration not stated) gave Myeloid diff 2 inactive, GPR55 LPI antagonism -14%, KOR beta-arrestin-1 2.0%, HEK293 NOD2/NF-kB 10%, NTR1 agonist 0.3, KOR beta-arrestin-2 -11%, T cell HTS inactive, GPR55 activation 0.2%, NOD1 inhibition -10%, T cell HTS vesicle-bound % 16, NTR1 agonist cell count 20 µM 65 and Myeloid diff 2 GFP+ MAC1+ % 0.4.
`COc1ccc(NC(=O)CCNS(=O)(=O)c2ccc(C)c(C)c2)cc1OC` gave Myeloid diff 2 inactive, GPR55 LPI antagonism 1%, KOR beta-arrestin-1 -2.7%, HEK293 NOD2/NF-kB 8%, NTR1 agonist 0.8, KOR beta-arrestin-2 15%, T cell HTS inactive, GPR55 activation 0.2%, NOD1 inhibition -11%, T cell HTS vesicle-bound % 49, NTR1 agonist cell count 20 µM 41 and Myeloid diff 2 GFP+ MAC1+ % 1.4.
Screening COCC(C)NC(=O)Cc1ccc(F)cc1 (configuration not stated) returned Myeloid diff 2 inactive, GPR55 LPI antagonism 6%, KOR beta-arrestin-1 1.8%, HEK293 NOD2/NF-kB 11%, NTR1 agonist -0.4, T cell HTS inactive, GPR55 activation -0.2%, NOD1 inhibition -31%, T cell HTS vesicle-bound % 48, NTR1 agonist cell count 20 µM 52 and Myeloid diff 2 GFP+ MAC1+ % 0.3.
Screening Cc1ccc2nc(N3CCN(c4cccc(C)c4C)CC3)c3nnnn3c2c1 returned Myeloid diff 2 inactive, GPR55 LPI antagonism -3%, KOR beta-arrestin-1 -2.2%, HEK293 NOD2/NF-kB 7%, NTR1 agonist 15, KOR beta-arrestin-2 16%, T cell HTS inactive, GPR55 activation 0.7%, NOD1 inhibition 7%, T cell HTS vesicle-bound % 12, NTR1 agonist cell count 20 µM 89 and Myeloid diff 2 GFP+ MAC1+ % 0.6.
For CCOc1ccc(-n2nnc3c(=O)n(C/C=C/c4ccccc4)cnc32)cc1 the results were Myeloid diff 2 inactive, GPR55 LPI antagonism -4%, KOR beta-arrestin-1 1.1%, HEK293 NOD2/NF-kB -1%, NTR1 agonist 3.0, KOR beta-arrestin-2 -31%, T cell HTS inactive, GPR55 activation 0.3%, NOD1 inhibition 27%, T cell HTS vesicle-bound % 18, NTR1 agonist cell count 20 µM 90 and Myeloid diff 2 GFP+ MAC1+ % 2.4.
For O=C(O)CCn1c(=O)sc2ccccc21 the results were Myeloid diff 2 inactive, GPR55 LPI antagonism 19%, KOR beta-arrestin-1 -0.2%, HEK293 NOD2/NF-kB 9%, NTR1 agonist -2.6, KOR beta-arrestin-2 -38%, T cell HTS inactive, GPR55 activation -0.1%, NOD1 inhibition 0%, T cell HTS vesicle-bound % 21, NTR1 agonist cell count 20 µM 82 and Myeloid diff 2 GFP+ MAC1+ % 0.8.
C[C@H](NC(N)=O)C(=O)OCC(=O)Nc1ccc(OC(F)F)cc1 was read as Myeloid diff 2 inactive, GPR55 LPI antagonism 15%, KOR beta-arrestin-1 3.5%, HEK293 NOD2/NF-kB 3%, NTR1 agonist 1.1, KOR beta-arrestin-2 -56%, T cell HTS inactive, GPR55 activation -0.3%, NOD1 inhibition 7%, T cell HTS vesicle-bound % 25, NTR1 agonist cell count 20 µM 42 and Myeloid diff 2 GFP+ MAC1+ % 0.4.
Cc1ccc(NCc2ccc(Cl)nc2)c(NCc2ccc(Cl)nc2)c1 was read as Myeloid diff 2 inactive, GPR55 LPI antagonism -3%, KOR beta-arrestin-1 -3.3%, HEK293 NOD2/NF-kB 10%, NTR1 agonist 0.9, KOR beta-arrestin-2 2%, T cell HTS inactive, GPR55 activation -0.3%, NOD1 inhibition -4%, T cell HTS vesicle-bound % 36, NTR1 agonist cell count 20 µM 29 and Myeloid diff 2 GFP+ MAC1+ % 0.8.
Screening COc1ccccc1NC(=O)COC(=O)C1CC1 returned Myeloid diff 2 inactive, GPR55 LPI antagonism 10%, KOR beta-arrestin-1 0.1%, HEK293 NOD2/NF-kB 17%, NTR1 agonist 1.4, KOR beta-arrestin-2 -7%, T cell HTS inactive, GPR55 activation -0.6%, NOD1 inhibition -16%, T cell HTS vesicle-bound % 19, NTR1 agonist cell count 20 µM 43 and Myeloid diff 2 GFP+ MAC1+ % 1.0.
For COc1ccc(N(CC(=O)NCCSCc2ccco2)S(=O)(=O)c2ccc(C)cc2)cc1 the results were Myeloid diff 2 inactive, GPR55 LPI antagonism -5%, KOR beta-arrestin-1 -0.4%, HEK293 NOD2/NF-kB -2%, NTR1 agonist 1.4, KOR beta-arrestin-2 -11%, T cell HTS inactive, GPR55 activation -0.3%, NOD1 inhibition -21%, T cell HTS vesicle-bound % 30, NTR1 agonist cell count 20 µM 56 and Myeloid diff 2 GFP+ MAC1+ % 1.4.
For CCOc1ccc(-n2c(SCC(=O)Nc3ccc(CC)cc3)nc3n[nH]c(C)c3c2=N)cc1 the results were Myeloid diff 2 active, GPR55 LPI antagonism 11%, KOR beta-arrestin-1 0.7%, HEK293 NOD2/NF-kB -4%, NTR1 agonist -0.4, KOR beta-arrestin-2 -64%, T cell HTS inactive, GPR55 activation 0.4%, NOD1 inhibition 22%, T cell HTS vesicle-bound % 55, NTR1 agonist cell count 20 µM 90 and Myeloid diff 2 GFP+ MAC1+ % 0.8*.
`Cc1cccc(/N=C/C2=C(O)CC(C)(C)CC2=O)n1` gave Myeloid diff 2 inactive, GPR55 LPI antagonism 7%, KOR beta-arrestin-1 3.1%, HEK293 NOD2/NF-kB -1%, NTR1 agonist 0.7, KOR beta-arrestin-2 26%, T cell HTS inactive, GPR55 activation 1.3%, NOD1 inhibition 0%, T cell HTS vesicle-bound % 10, NTR1 agonist cell count 20 µM 40 and Myeloid diff 2 GFP+ MAC1+ % 0.3.
C=CCc1ccc(OCCn2nnc3ccccc32)c(OC)c1 was read as Myeloid diff 2 inactive, GPR55 LPI antagonism -3%, KOR beta-arrestin-1 -1.3%, HEK293 NOD2/NF-kB -15%, NTR1 agonist 2.0, KOR beta-arrestin-2 3%[20 µM], T cell HTS inactive, GPR55 activation -0.3%, NOD1 inhibition 40%, T cell HTS vesicle-bound % 27, NTR1 agonist cell count 20 µM 45 and Myeloid diff 2 GFP+ MAC1+ % 0.7.
`COc1ccc(C(=O)Nc2ccccc2)cc1NC(=O)c1cccs1` gave Myeloid diff 2 inactive, GPR55 LPI antagonism 5%, KOR beta-arrestin-1 2.9%, HEK293 NOD2/NF-kB 14%, NTR1 agonist 1.2, KOR beta-arrestin-2 -25%, T cell HTS inactive, GPR55 activation -0.1%, NOD1 inhibition -18%, T cell HTS vesicle-bound % 67, NTR1 agonist cell count 20 µM 62 and Myeloid diff 2 GFP+ MAC1+ % 1.7.
